Screens: PubChem, National Center for Advancing Translational Sciences (NCATS)
AID inhibitor – blocks human AID cytidine deaminase activity | AID deamination FRET fluorescence, UDG-coupled, 4 h | Potency, µM (doses to about 115 µM), inactives show at the top dose activity change, negative = inhibition, usual class: inhibitors | hit rate 0.32% among 91,000 | AID 1347428; further: nearly all actives have a fitted effect of over 25% in size
Target sequence (Q9GZX7 whole entry, looked up): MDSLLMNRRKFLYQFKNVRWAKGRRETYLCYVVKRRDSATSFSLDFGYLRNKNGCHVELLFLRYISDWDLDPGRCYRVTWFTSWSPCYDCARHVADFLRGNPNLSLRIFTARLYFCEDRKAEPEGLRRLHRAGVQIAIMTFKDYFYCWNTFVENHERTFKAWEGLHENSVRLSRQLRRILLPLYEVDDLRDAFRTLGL
UDG counter – blocks uracil-DNA glycosylase in AID counter-screen; Potency, µM (doses to about 115 µM), inactives show at the top dose activity change, negative = inhibition, most hits filed as inhibitors; FRET deamination/UDG coupled assay, UDG read, 4 h; hit rate 0.14% among 91,000; further: nearly all actives have a fitted effect of over 65% in size
* hit, by the source's call; ? = inconclusive; [ ] = another dose, or the depositor's remark. The call rests on the fitted dose curve; in most records, active means well fitted curve in the direction sought with a large enough effect; inconclusive means small, poorly fitted or top-dose-only effect, or another doubt; inactive means no such curve, though single readings can be large; an effect the other way counts as inactive or inconclusive. On the % scale 0 is the no-effect control and ±100 the full control effect; potency means the concentration at half of the fitted maximal effect.

| molecule | AID inhibitor | UDG counter |
| --- | --- | --- |
| CC(N)c1cccc(S(N)(=O)=O)c1 (stereo not given) | 4% | 10% |
| O=Cc1ccc(CN2CCSCC2)o1 | 12% | -5% |
| Cc1c(CC(=O)Nc2ccc(C(C)C)cc2)c(=O)oc2cc(O)ccc12 | 1% | -2% |
| CC(C)c1nnc2c(=O)n(CC(=O)Nc3ccccc3C(F)(F)F)c3ccccc3n12 | -4% | -15% |
| O=C(NNC(=O)c1ccccc1OCCOc1ccccc1)c1cccc(F)c1 | -10% | -6% |
| Cc1cccc(C(=O)N2CCc3cc(CNC(=O)c4ccc(Br)o4)ccc32)c1 | 19% | -14% |
| Cc1cccc2c(=O)c(-c3ccc4c(c3)OCO4)c(NC(=O)C(C)C)oc12 | 3% | -1% |
| CCS(=O)(=O)Nc1ccc(-c2cn3ccsc3n2)cc1 | -2% | -1% |
| COC(=O)c1ccc(CNC(=O)c2ccccc2C(F)(F)F)cc1 | 1% | 7% |
| CC(=O)N1CCCc2cc(S(=O)(=O)N(Cc3ccccc3)C(C)C)ccc21 | -25% | -3% |

| molecule | AID inhibitor | UDG counter |
| --- | --- | --- |
| Cc1ccc2oc(=O)cc(CN3CCC4(CC3)OCCO4)c2c1 | -5% | -9% |
| CCOc1ccc(CNC(=O)C2CCN(Cc3cc4ccccc4n3Cc3ccccc3C)CC2)cc1 | 0% | -21%[57.5 µM] |
| O=C(Nc1cccc(Cl)c1)c1cc(S(=O)(=O)N2CCC3(CC2)OCCO3)ccc1F | -11% | 0% |
| COc1ccc(C2CC(=O)Nc3nc(N)sc32)cc1OC1CCCC1 (stereo not given) | ? | -16% |
| O=C(CSc1nc2ccccc2o1)Nc1ccccc1 | -3% | 0% |
| O=C(NCCCN1CCCCC1)c1sc2ncccc2c1-n1cccc1 | 40%[activator] | 21% |
| O=C(c1ccc2c(c1)N(Cc1cccc(Cl)c1)C(=O)c1ccccc1S2(=O)=O)N1CCc2ccccc21 | 4% | 0%[57.5 µM] |
| Clc1ccc(NC2(c3nnnn3-c3ccccc3)CCCCC2)cc1 | -19% | -11% |
| COC(=O)c1ccc2nc(C)cc(Nc3ccc(O)cc3)c2c1 | 25% | -4% |
| Cc1ccc(-c2nc3ccccc3n2CCNC(=O)Nc2cccc(F)c2)cc1 | -11% | ? |

| molecule | AID inhibitor | UDG counter |
| --- | --- | --- |
| Cc1c(F)cccc1NC(=O)C1CCCN1S(=O)(=O)c1ccc(F)cc1 (stereo not given) | -2% | -6% |
| O=C(CN1C(=O)COc2ccc(S(=O)(=O)NC3CCCC3)cc21)Nc1ccc(Cl)cc1F | 2% | -5%[57.5 µM] |
| CC(C)CN(CCCNC(=O)CN1N=C(c2ccc(Cl)cc2)CCC1=O)CC(C)C | ? | -15% |
| COc1ccc(NC(=O)CC2SCCNC2=O)c(OC)c1 (stereo not given) | 0% | -5% |
| COCCCNC(=O)Cn1c(=O)n(-c2ccc(Cl)cc2)c(=O)c2c3c(sc21)CCCCC3 | -4% | -7% |
| Cc1ccc(C(=O)Nc2ccc(OCc3cc(=O)n4c(C)csc4n3)cc2)cc1 | 6% | 7% |
| CCC(C)NC(=O)CSc1nc2c(sc3ccccc32)c(=O)n1CCc1ccccc1 (stereo not given) | 4% | 4% |
| CC(=O)Nc1ccc(S(=O)(=O)Nc2nc3ccccc3nc2Nc2cccc(C)c2)cc1 | -11% | -15% |
| CCN(Cc1nc(-c2cccc(C)c2)no1)S(=O)(=O)c1ccc(C)cc1 | -24% | -4% |
| CC(C)(C)NC(=O)C1CCN(c2nc3ccccc3nc2C(F)(F)F)CC1 | 15% | 4% |

| molecule | AID inhibitor | UDG counter |
| --- | --- | --- |
| O=C1Cc2cc(S(=O)(=O)N3CCN(C(=O)Nc4ccccc4F)CC3)ccc2N1 | 34%[activator] | -4% |
| CCc1ccc(-c2noc(CSc3nc4ccccc4c(=O)n3CCCO)n2)cc1 | -2% | 6% |
| CCOC(=O)c1ccccc1NC(=O)CSc1ncc(CO)n1Cc1ccc(C)cc1 | -2% | 22% |
| CCCCN(CC)C(=O)c1ccc2nc(C)c(C)nc2c1 | 1% | -7% |
| CCOC(=O)C1=C(C)N(C)C(=O)NC1c1cccc(Cl)c1Cl (stereo not given) | -6% | -4% |
| CC(C)c1ccc(-c2nnn(Cc3cc(=O)n4ccsc4n3)n2)cc1 | -11% | ? |
| CCCCCCCCOC(=O)C1C(c2ccccc2)C(C(=O)O)C1c1ccccc1 (stereo not given) | ? | 0% |
| CCn1cnc2c1c(=O)n(CC(=O)c1cc(C)n(C(C)COC)c1C)c(=O)n2Cc1ccccc1 (stereo not given) | -14% | -3% |
| CSc1cccc(NC(=O)c2ccc3c(c2)c(C)c(C)n3Cc2ccc(F)cc2)c1 | -13% | 25% |
| COc1cc(/C=C/c2nc(C#N)c(N3CCCCC3)o2)cc(OC)c1OC | -13% | 3% |

Single records (already shown). Order of values: AID inhibitor | UDG counter
Shown for CCCCN(CC)C(=O)c1ccc2nc(C)c(C)nc2c1 : 1% | -7%
Shown for CCOC(=O)C1=C(C)N(C)C(=O)NC1c1cccc(Cl)c1Cl (stereo not given) : -6% | -4%
Shown for CCn1cnc2c1c(=O)n(CC(=O)c1cc(C)n(C(C)COC)c1C)c(=O)n2Cc1ccccc1 (stereo not given) : -14% | -3%

Other entries follow:
molecule | AID inhibitor | UDG counter
COc1ccc(NC(=O)C2CCCN(c3ncnc4onc(C)c34)C2)cc1OC (stereo not given) | 85%[activator] | -15%
COc1ccc(-c2nn(C)c(=O)c3ccccc23)cc1NC(=O)c1ccc(Cl)cc1 | ? | 3%
CCOC(=O)c1c(C)[nH]c(C)c1S(=O)(=O)N(C)CC(=O)NCc1ccc(Cl)cc1 | -7% | -1%
Cc1ccc(NC(=O)Cn2c(=O)n(Cc3nc(C)no3)c(=O)c3cc4c(cc32)OCO4)c(C)c1 | 11% | 11%
Cc1nn(-c2ccccc2)c2nc(C3CC3)cc(C(=O)NCc3ccccc3Cl)c12 | 6% | 12%
CCN1CCN(Cc2nc3c(c(=O)n(C)c(=O)n3C)n2CCCO)CC1 | -4% | 0%
COc1ccc(-c2noc(CSc3nnc(C)n3-c3ccc(C)cc3)n2)cc1OC | -21% | ?
Cc1ccccc1OCC(=O)NCc1ccc(CS(N)(=O)=O)cc1 | 5% | 0%

molecule | AID inhibitor | UDG counter
O=S(CCN1CCN(Cc2c(F)cccc2Cl)CC1)c1ccccc1 (stereo not given) | -8% | -9%
O=C(Nc1ccc(SC(F)F)cc1)c1cc(-c2ccc3c(c2)OCCO3)on1 | 3% | -25%
O=c1c2ccccc2sc2ccc(Br)cc12 | -13% | -3%
COC(=O)C(C)N1C(=O)S/C(=C/c2ccc(C)o2)C1=O (stereo not given) | 20% | -12%
O=S(=O)(N1CC=C(c2c[nH]c3ccccc23)CC1)N1CCCCC1 | 11% | -11%
C[C@]12C=CC(=O)C=C1CC[C@H]1[C@@H]3C[C@@H](O)[C@](O)(C(=O)CO)[C@@]3(C)C[C@H](O)[C@@]12F | -2% | -1%
Cc1cc2oc(C(=O)N(Cc3ccc(Cl)cc3)Cc3ccco3)c(C)c2cc1Cl | -20% | -12%
COc1ccc(NC(=O)CSc2nc(-c3ccco3)cc(C(F)(F)F)n2)cc1Cl | 9% | -7%

molecule | AID inhibitor | UDG counter
O=[N+]([O-])c1cc(S(=O)(=O)Nc2cccc(Cl)c2)ccc1N/N=C/c1ccc(F)cc1 | -4% | -7%
Cc1oc(-c2nc(C#N)c(N3CCOCC3)o2)cc1S(=O)(=O)N1CCCCC1 | 0% | -3%
CCC(C)NC(=O)C(=O)NCCc1c[nH]c2ccccc12 (stereo not given) | -8% | -19%
CC(C)CC(NC(=O)c1ccc(C(C)C)cc1)C(=O)O (stereo not given) | 1% | -2%
O=C1c2oc3ccccc3c(=O)c2C(c2cccc(O)c2)N1Cc1ccc(F)cc1 (stereo not given) | 2% | -8%
CN(C)S(=O)(=O)Nc1ccc(-c2cn3ccsc3n2)cc1 | ? | 11%
CCOC(=O)N1CCC(NC(=O)c2cnn(-c3ccc(F)cc3)c2-n2cccc2)CC1 | -9% | -1%
CCN(CC(=O)NC(C)(C)C)C(=O)Cn1c(=O)c2c(ncn2C)n(C)c1=O | -3% | 1%

molecule | AID inhibitor | UDG counter
Cc1cccc(-n2nc(C)c(C(=O)N3CCN(c4ccccc4)CC3)c2-n2cccc2)c1 | ? | 31%[activator]
CC1CCCC(NC(=O)c2cnc(Cl)c(Cl)c2)C1 (stereo not given) | -3% | 8%
Cc1ccc(CCNC(=O)c2cnc3c(C)cccn3c2=O)cc1 | -27% | -9%[57.5 µM]
Cc1c(Cl)cccc1NC(=O)C1CCCN(c2nnc(-n3c(C)ccc3C)s2)C1 (stereo not given) | -13% | -14%
COc1ccc(N2CC(O)=C(c3nc4ccccc4s3)C2=N)cc1 | 25% | -3%
O=C(Cn1cnc2c(Cl)cc(Cl)cc2c1=O)N1CCCC1c1ccc2c(c1)OCCO2 (stereo not given) | -12% | -1%
Cc1nc2sccn2c(=O)c1S(=O)(=O)Nc1cc(Cl)ccc1O | 11% | 20%
Cc1ccc2nc(N3CCC(C(=O)N4CCN(c5cccc(Cl)c5)CC4)CC3)[nH]c2c1 | -9% | 12%

molecule | AID inhibitor | UDG counter
CCc1ccc(NC(=O)C2CCCN2S(=O)(=O)c2ccc3c(c2)n(C)c(=O)c(=O)n3C)cc1 (stereo not given) | 2% | -2%[57.5 µM]
O=C1Nc2ccc(Br)cc2C1(O)C(F)(F)F (stereo not given) | -5% | -13%
Cc1ccc(Cl)cc1OCc1n[nH]c(=S)n1C | 9% | 5%
CC(=O)c1ccc(NC(=O)CCc2c(C)nn(-c3ccc4nnc(C)n4n3)c2C)cc1 | 25% | 2%
CSc1nc(Nc2cccc(F)c2)c(C#N)c(-c2ccccc2)n1 | -9% | -5%
c1ccc2c(-c3ccn[nH]3)cccc2c1 | 2% | 1%
CCc1cc(C(=O)NCCc2ccccc2OC)sc1C | -7% | -4%
O=C(Cn1c(=O)c2c(ncn2Cc2ccccc2)n(Cc2ccccc2)c1=O)Nc1ccccc1F | 3% | -3%

molecule | AID inhibitor | UDG counter
COc1cccc(NC(=O)Cn2c(=O)n(CCC(=O)NCc3ccccc3OC)c(=O)c3ccccc32)c1 | -2% | -13%
CCC(NC(=O)Nc1ccc(Br)cc1)c1ccc(C(C)C)cc1 (stereo not given) | -13% | -5%
CC1CCC(NC(=O)c2[nH]c3ccccc3c2Cl)CC1 (stereo not given) | 1% | -8%
CCOC(=O)c1[nH]c(C)c(CCC(=O)Nc2cc(Cl)ccc2C)c1C | -7% | -3%
O=S(=O)(c1ccc(-c2csc(=Nc3ccc(F)cc3)n2CCCCCCO)cc1)N1CCCC1 | 9% | ?
COc1cc(NC(=O)CN(c2ccc(C)cc2)S(=O)(=O)c2cccc3nonc23)cc(OC)c1 | 10% | -23%
COc1ccc(CNC(=O)c2ccc3c(c2)N(Cc2ccccc2)C(=O)c2ccccc2S3(=O)=O)cc1 | ? | -20%
Cc1ccc(CSc2c(C)cnc3c2c(=O)n(C)c(=O)n3C)cc1 | ? | 0%

molecule | AID inhibitor | UDG counter
O=C(CC(=O)Nc1ccccc1F)Nc1ccc2nc3n(c(=O)c2c1)CCCCC3 | 14% | 10%
Cc1cccc(-n2c(C)cc(C(=O)C(=O)Nc3ccccc3F)c2C)c1C | -12% | -3%
CN(CCOC(=O)c1ccccc1Br)C(C)(C)C | 2% | -1%
CCOc1ccc(OCC)c(NC(=O)C2CCN(S(=O)(=O)c3c(C)noc3/C=C/c3ccccc3F)CC2)c1 | -1% | 0%
CC(C)(C)C(=O)COc1ccc(S(C)(=O)=O)cc1 | -6% | -13%
COc1ccc(Nc2cc(C(=O)NCc3ccccc3)c3ccccc3n2)c(OC)c1 | 40%[activator] | -19%[57.5 µM]
O=C(Nc1nc2c(F)cccc2s1)c1ccc(S(=O)(=O)N2CCOCC2)cc1 | 11% | 0%
CCN(CC)S(=O)(=O)c1ccc2c(c1)nc(SCC(=O)Nc1ccc(OC)cc1)n2CC | -11% | -2%

Entries shown so far containing a COOH group (2):
molecule | AID inhibitor | UDG counter
CCCCCCCCOC(=O)C1C(c2ccccc2)C(C(=O)O)C1c1ccccc1 (stereo not given) | ? | 0%
CC(C)CC(NC(=O)c1ccc(C(C)C)cc1)C(=O)O (stereo not given) | 1% | -2%

Next compounds:
molecule | AID inhibitor | UDG counter
COc1ccc(-n2cc(-c3ccccc3)c3c(Nc4ccc(OC)c(OC)c4)ncnc32)cc1 | 7% | 1%
Cc1csc(SCC(=O)Nc2nc3ccccc3s2)n1 | -14% | 6%
O=C(Nc1cccc(S(=O)(=O)N2CCCCCC2)c1)c1cc(=O)c2ccccc2o1 | -7% | -2%
CCc1cccc(-n2nnc(-c3nc(-c4ccc5c(c4)OCO5)no3)c2C)c1 | 19% | -12%
Brc1cccc(-c2nc3ccccc3o2)c1 | 1% | 3%
CCOc1ccc(S(=O)(=O)[C@H]2CS(=O)(=O)C[C@@H]2NCc2ccco2)cc1 | -4% | 0%

Of the compounds above, 7 contain a furan ring, fused or not:
molecule | AID inhibitor | UDG counter
O=Cc1ccc(CN2CCSCC2)o1 | 12% | -5%
Cc1cccc(C(=O)N2CCc3cc(CNC(=O)c4ccc(Br)o4)ccc32)c1 | 19% | -14%
COC(=O)C(C)N1C(=O)S/C(=C/c2ccc(C)o2)C1=O (stereo not given) | 20% | -12%
Cc1cc2oc(C(=O)N(Cc3ccc(Cl)cc3)Cc3ccco3)c(C)c2cc1Cl | -20% | -12%
COc1ccc(NC(=O)CSc2nc(-c3ccco3)cc(C(F)(F)F)n2)cc1Cl | 9% | -7%
Cc1oc(-c2nc(C#N)c(N3CCOCC3)o2)cc1S(=O)(=O)N1CCCCC1 | 0% | -3%
CCOc1ccc(S(=O)(=O)[C@H]2CS(=O)(=O)C[C@@H]2NCc2ccco2)cc1 | -4% | 0%

This is a subset; rates above refer to the full screens.
